Screening data from PubChem.
CF NFkB block: inhibitors of PAF-induced NF-kB signaling, primary screen, cell-based, GFP fluorescence, uHTS | KKLEB NF-kB-GFP reporter, GFP fluorescence overnight | inhibition, % at 5 µM | actives 0.86% (n = 360,000) | AID 588850, 2011;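 active means at least 50% inhibition at 5 µM, scaled per plate between neutral and stimulator controls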;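 further: PAF is a Pseudomonas aeruginosa culture filtrate used as stimulus; plate controls were PAF-stimulated DMSO wells for no effect and unstimulated DMSO wells for full effect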
TROY NFkB inh: inhibitors of TROY-driven NF-kB signaling, primary screen, Q293 LMP1-TROYcd cells, NF-kB luciferase, uHTS; Q293 LMP1-TROYcd NF-kB luciferase reporter, 4 h; inhibition, % at 10 µM; actives 0.98% (n = 360,000);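 active means compounds whose plate-normalised and pattern-corrected inhibition of the luciferase reporter signal at the single screening dose is 50% or more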
TRAIL sens C8: viability loss with TRAIL in NB7+C8 cells, primary screen, TRAIL sensitizer project, cell-based, ATPlite luminescence; inhibition (viability loss, TRAIL sensitization), % at 10 µM; actives 1% (n = 360,000);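 active means compounds causing at least 50% loss of cell viability in the single-dose screen, relative to plate controls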
SRC3 inh: SRC3 coactivator transcriptional activity inhibitors, primary screen, cell-based, luminescence | inhibition, % at 3.6 µM | actives 0.17% (n = 360,000) | HEK293 GAL4-SRC3 luciferase reporter;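 active means inhibition above a per-campaign cutoff, the mean of all compounds plus 3 SD, cut at about 60% in these data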;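 further: 0% = DMSO-treated cells and 100% = gossypol-treated cells at 36 µM; higher means less SRC3-driven luciferase light from the GAL4 reporter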
TWEAK Fn14 block: inhibitors of TWEAK-Fn14 signaling, primary screen, luciferase reporter cells, uHTS; inhibition, % at 10 µM; actives 2% (n = 360,000); TWEAK-stimulated Fn14 reporter cells, luciferase luminescence, 8 h; AID 1159606, 2016; in the data active means inhibition above about 50%
EBV LMP1 NFkB: EBV LMP1-driven NF-kappaB luciferase reporter inhibitors, primary screen, cell-based, luminescence, single point; LMP1-induced NF-kappaB luciferase reporter cells; inhibition, % at 12.5 µM; actives 0.69% (n = 350,000); AID 504558, 2011; in the data active means inhibition above about 41%;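 further: 0% = neutral control wells and 100% = reference inhibitor control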
NR5A2 inv ag: LRH-1 (NR5A2) inverse agonists, primary screen, cell-based, luminescence, HEK293T, StAR-luciferase reporter; AID 602396, 2012; inhibition, % at 3.6 µM; actives 0.13% (n = 360,000); LRH-1 transfected, 24 h;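 active means inhibition above the mean inhibition of all tested compounds plus 3 SD, cut at about 73% in these data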;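 further: 0% = DMSO wells and 100% = reporter-only cells lacking LRH-1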
NCOA1 inh: SRC1 coactivator transcriptional activity inhibitors, primary screen, cell-based, luminescence; Nuclear receptor coactivator 1 (Homo sapiens), Q15788; HEK293 GAL4-SRC1 luciferase reporter; inhibition, % at 3.6 µM; actives 0.12% (n = 360,000);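 active means inhibition above the campaign mean plus 3 SD, with each screening campaign given its own cutoff, cut at about 60% in these data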;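 further: 0% = DMSO treated cells and 100% = gossypol at 36 µM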
Target sequence (Q15788 whole entry, looked up, the tested form may be a part): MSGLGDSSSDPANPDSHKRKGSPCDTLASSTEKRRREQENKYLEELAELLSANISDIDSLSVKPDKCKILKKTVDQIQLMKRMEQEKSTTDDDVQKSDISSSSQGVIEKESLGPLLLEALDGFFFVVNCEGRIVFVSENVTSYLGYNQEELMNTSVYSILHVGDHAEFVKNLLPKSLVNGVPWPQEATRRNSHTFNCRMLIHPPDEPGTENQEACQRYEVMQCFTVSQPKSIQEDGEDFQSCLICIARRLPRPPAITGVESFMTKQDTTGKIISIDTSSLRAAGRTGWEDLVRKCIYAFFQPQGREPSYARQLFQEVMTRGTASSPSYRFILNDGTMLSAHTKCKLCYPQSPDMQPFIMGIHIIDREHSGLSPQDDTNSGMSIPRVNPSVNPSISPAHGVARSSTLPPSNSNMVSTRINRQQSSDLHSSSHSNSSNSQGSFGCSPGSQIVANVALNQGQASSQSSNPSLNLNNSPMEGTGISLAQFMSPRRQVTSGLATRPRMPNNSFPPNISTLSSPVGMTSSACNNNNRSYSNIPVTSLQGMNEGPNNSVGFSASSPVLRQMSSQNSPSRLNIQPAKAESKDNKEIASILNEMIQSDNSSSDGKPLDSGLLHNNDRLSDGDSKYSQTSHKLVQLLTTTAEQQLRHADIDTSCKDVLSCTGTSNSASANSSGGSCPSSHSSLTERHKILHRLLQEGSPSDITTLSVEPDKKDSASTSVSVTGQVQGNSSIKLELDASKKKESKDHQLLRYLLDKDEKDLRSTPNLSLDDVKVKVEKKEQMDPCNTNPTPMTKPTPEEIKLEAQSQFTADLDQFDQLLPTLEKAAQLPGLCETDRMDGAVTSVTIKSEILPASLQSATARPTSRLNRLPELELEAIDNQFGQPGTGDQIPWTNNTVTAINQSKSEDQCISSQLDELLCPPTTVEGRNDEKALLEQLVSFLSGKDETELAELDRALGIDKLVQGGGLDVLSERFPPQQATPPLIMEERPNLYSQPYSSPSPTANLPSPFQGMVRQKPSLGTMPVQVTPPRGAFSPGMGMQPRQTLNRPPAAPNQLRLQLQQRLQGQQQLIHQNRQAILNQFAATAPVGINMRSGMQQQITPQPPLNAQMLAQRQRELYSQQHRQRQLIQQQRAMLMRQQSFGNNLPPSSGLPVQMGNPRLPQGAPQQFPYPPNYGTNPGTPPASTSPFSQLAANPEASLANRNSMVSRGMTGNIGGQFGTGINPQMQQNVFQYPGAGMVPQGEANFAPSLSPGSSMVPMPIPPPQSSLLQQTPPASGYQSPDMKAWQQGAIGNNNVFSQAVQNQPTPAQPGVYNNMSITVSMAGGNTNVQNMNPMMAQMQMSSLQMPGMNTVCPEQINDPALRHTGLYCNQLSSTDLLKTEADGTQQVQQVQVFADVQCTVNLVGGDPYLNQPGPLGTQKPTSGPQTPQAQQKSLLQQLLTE
KKLEB cytotox: cytotoxicity in KKLEB CF airway cells, primary screen, cytotoxicity control for CF NF-kB inhibitor project, cell-based, uHTS, fluorescence assay plates. KKLEB CF airway cells viability, ATPlite luminescence, overnight; hits give low values; cells stimulated with P. aeruginosa culture filtrate. activity change (cytotoxicity), % at 5 µM. actives 0.36% (n = 360,000). AID 602141, 2011;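 active means corrected activity change at or below -50% at 5 µM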
Shn3 3UTR inh: reduction of Shn3 3'UTR firefly luciferase signal, primary screen, Schnurri-3 inhibitor project, cell-based, Clone20 osteoblasts, set 2; Clone20 osteoblast Shn3 3'UTR firefly luciferase, 24 h; inhibition, % at 12.5 µM; actives 0.52% (n = 360,000);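 active means mean inhibition of at least 75% with every replicate also reaching 75%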;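 further: 0% = median of neutral control wells and 100% = pilot-screen positive control compound; some compounds past the cut are filed as inactive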
NR2F2 inh: NR2F2 transcriptional activity inhibitors, primary screen, cell-based, luciferase reporter, HEK293T, luminescence. COUP transcription factor 2 (Homo sapiens), P24468. HEK293T NGFI-A luciferase reporter. inhibition, % at 8.6 µM. actives 0.7% (n = 370,000). AID 686940, 2013;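 active means inhibition above a per-plate cutoff, mean inhibition of test wells between control levels plus 3 SD, cut at about 38% in these data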;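 further: cells cotransfected with COUP-TFII expression vector driving the NGFI-A reporter; 0% = median of COUP-TF2 test wells and 100% = reporter-only cells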
Active calls of the source: *; . = no result given. An excerpt; the hit share may differ from the screen's.

SMILES | CF NFkB block | TROY NFkB inh | TRAIL sens C8 | SRC3 inh | TWEAK Fn14 block | EBV LMP1 NFkB | NR5A2 inv ag | NCOA1 inh | KKLEB cytotox | Shn3 3UTR inh | NR2F2 inh
O=C(Cn1cnc2cc([N+](=O)[O-])ccc2c1=O)N1CCN(S(=O)(=O)c2ccccc2)CC1 | 17 | 0 | 0 | 4 | -13 | 12 | 26 | -11 | 6 | -3 | 13
O=C1CC(N2CCN(Cc3ccc(Cl)cc3)CC2)C(=O)N1CCc1ccccc1 (stereo unspecified) | -4 | 3 | 10 | 13 | 17 | 7 | 0 | 5 | -9 | . | 29
CCN(C(=O)COC(=O)CCC(=O)c1ccccc1)c1c(N)n(Cc2ccccc2)c(=O)[nH]c1=O | 1 | 12 | 17 | 11 | 0 | -2 | 15 | -1 | -2 | 0 | -6
COc1ccc(C(=O)Nc2nncs2)cc1S(=O)(=O)N1CC(c2ccccc2)CC1=O (stereo unspecified) | 8 | 4 | -3 | -10 | 12 | -12 | 0 | -4 | -5 | 2 | 0
CCOCCCNC(=S)N1C2CCC1CC(NC(=O)NC1CCCCC1)C2 (stereo unspecified) | 15 | 4 | -1 | 1 | 12 | 2 | 12 | 0 | 0 | -45 | 16
O=C(COC(=O)C1=COCCO1)Nc1cccc(Oc2ccccc2)c1 | -8 | 6 | -14 | 9 | -10 | -8 | 4 | -24 | -6 | -16 | 6
O=C(CSc1nc2c(cnn2-c2ccccc2)c(=O)[nH]1)N1N=C(c2cccs2)CC1c1ccc(F)cc1 (stereo unspecified) | -6 | -2 | -3 | -4 | 29 | 4 | 0 | 4 | 14 | -1 | 4
Cc1ccc(O)c(/C=N/NC(=O)c2[nH]ncc2Br)c1 | 3 | -60 | -6 | -10 | -35 | 3 | 15 | -27 | -2 | -43 | -9
CC(NC(=O)NC(=O)c1ccc(F)cc1)C1CC1 (stereo unspecified) | 24 | -40 | -10 | -22 | -10 | -6 | -59 | -27 | -8 | -41 | -29
Cc1nnc(SCC(=O)Nc2cccc(N)c2)n1-c1ccccc1 | -1 | -4 | 1 | -10 | 20 | -2 | -11 | -10 | 0 | 12 | -2
O=C1CC(c2ccccc2)c2ccc(O)cc2O1 (stereo unspecified) | 14 | -1 | -15 | 4 | 3 | -1 | -14 | 0 | -12 | 18 | 9
COc1cc(C(=O)NCC2CCCO2)ccc1OCc1ccccc1 (stereo unspecified) | -7 | -6 | -2 | 10 | 5 | 1 | 17 | -8 | 9 | 2 | 2
CC1CC(O)(CC(O)(c2ccccc2)c2ccccc2)C(C)CN1C (stereo unspecified) | -2 | -2 | 4 | -1 | -19 | 5 | -8 | -2 | 4 | 2 | -5
Cc1ccc(-n2ncc3c(SCC(=O)Nc4cc(C)on4)ncnc32)c(C)c1 | -28 | 5 | 10 | 10 | 3 | 2 | -5 | 14 | -12 | 28 | -15
N#Cc1ccc(Oc2cccc3cccnc23)c([N+](=O)[O-])c1 | -18 | -20 | -9 | -10 | 0 | 1 | -16 | 7 | 8 | -9 | -11
CCOc1cccc(-c2ccc3nncn3c2)c1 | 1 | -15 | 16 | -12 | -1 | . | -6 | -6 | -1 | -21 | -23
CSCCNC(=O)Nc1c(-c2c(Cl)cccc2Cl)noc1C | -1 | 3 | 6 | 18 | -6 | 1 | -12 | 0 | 3 | 4 | 0
O=C(COc1ccccc1)Nc1cc2c3c(c1)CC(=O)N3CCC2 | -1 | -12 | -16 | -11 | -21 | 3 | -4 | -85 | -12 | -1 | -14
CC(C)(C)NC(=O)CC(CC(=O)O)c1ccccc1 (stereo unspecified) | -16 | -8 | 4 | 12 | -16 | -3 | 1 | -8 | 11 | -2 | 5
NC1=NC(=O)/C(=C/c2ccccc2OCC(=O)Nc2ccc(F)cc2)S1 | -12 | -23 | -7 | 2 | -16 | -14 | -27 | 10 | -2 | 0 | -7
O=C(O)c1ccc(NC(=O)c2ccc(COc3ccc(Cl)cc3)o2)cc1 | 14 | 5 | 10 | 6 | 16 | -2 | 11 | -8 | 8 | 25 | -8
COc1cc(/C=N/Nc2ccnc(=O)[nH]2)ccc1O | -2 | -13 | 2 | -86 | 14 | 6 | -28 | -94 | -2 | -19 | -36
O=C(O)C1CCCN(C(=O)/C=C/c2ccccc2)CC1 (stereo unspecified) | -1 | 3 | -14 | -10 | 11 | . | 13 | -19 | 6 | -4 | 0
O=C(O)c1cccc(-c2nnn(Cc3ccccc3)n2)c1 | -2 | -54 | 1 | -153 | -13 | -12 | -171 | -126 | 4 | -50 | -39
CCN(C(=O)c1ccc2c(c1)OCO2)C1CCS(=O)(=O)C1 (stereo unspecified) | -17 | 4 | 2 | -6 | -9 | 3 | -6 | -8 | 4 | 9 | 0

(cont.)
SMILES | CF NFkB block | TROY NFkB inh | TRAIL sens C8 | SRC3 inh | TWEAK Fn14 block | EBV LMP1 NFkB | NR5A2 inv ag | NCOA1 inh | KKLEB cytotox | Shn3 3UTR inh | NR2F2 inh
Nc1cccc(CP(=O)(c2ccccc2)c2ccccc2)c1 | -11 | 0 | 4 | -5 | 1 | -70 | 0 | -10 | 8 | 7 | 0
N#Cc1nc(COc2ccccc2)oc1N1CCCCC1 | 1 | -55 | -10 | -23 | -47 | -8 | -19 | -14 | -3 | -29 | -8
CC(c1ccccc1)N1CCc2[nH]c(=S)[nH]c(=O)c2C1 (stereo unspecified) | -12 | -14 | -2 | -16 | -10 | -1 | 12 | -11 | 0 | -13 | 10
CCCCN(C(=O)c1cc(-c2ccncc2)nc2ccccc12)c1c(N)n(CC(C)C)c(=O)[nH]c1=O | -22 | 8 | -21 | 2 | 6 | 5 | -9 | -10 | 2 | -7 | 9
Cc1c(O)ccc(NS(=O)(=O)c2ccccc2)c1C | 12 | 5 | -4 | -15 | -3 | -3 | 7 | -10 | -8 | 8 | 13
COc1ccc2cc(S(=O)(=O)NCc3cccnc3)ccc2c1 | -2 | -18 | -4 | 13 | 14 | 3 | 9 | -39 | 7 | 61 | 31
COC(=O)CCCNC(=O)CC1C(=O)NCCN1Cc1ccoc1 (stereo unspecified) | 12 | 8 | -4 | 18 | -6 | 3 | 19 | -12 | -17 | -3 | -2
CC(=O)c1ccc(OC(=O)Cc2cccc3ccccc23)cc1 | -20 | 7 | -5 | 3 | -7 | -2 | 16 | 4 | -6 | -1 | -4
N#Cc1cncc(-c2ccc3c(c2)OCCOCCOCCOCCOCCO3)n1 | -23 | 33 | -1 | 5 | -9 | 9 | 12 | 1 | 4 | 54 | 6
O=C(Cc1cccc(C(F)(F)F)c1)NCC(=O)Nc1cc(Cl)ccc1Cl | 9 | -26 | 11 | -18 | -14 | 5 | -8 | -14 | -6 | 1 | 2
Cc1ccc(C(C(=O)NC2CCCC2)N(C(=O)c2csnn2)C2CCCC2)o1 (stereo unspecified) | 14 | -7 | 10 | 11 | 11 | -4 | -5 | -37 | 5 | 24 | 21
CCOc1ccc(NC(=O)NC(C)CC)cc1 (stereo unspecified) | 1 | -16 | -6 | -10 | 3 | 7 | -19 | -45 | 3 | -17 | 5
CCN1CCN(c2oc(COc3ccc(Cl)cc3)nc2C#N)CC1 | -9 | 0 | 5 | 19 | -18 | 2 | 16 | 3 | -8 | 11 | -11
CC(C)(C)C1CCC(C(=O)OCC(=O)N2CCOCC2)CC1 (stereo unspecified) | 20 | -14 | 0 | 14 | -1 | 4 | 3 | 0 | -12 | -7 | 3
COC(=O)c1c(NC(=O)Cc2cccs2)sc(C(=O)NC2CCCCC2)c1C | 4 | 13 | 2 | -10 | -23 | -8 | -3 | -13 | -14 | 2 | -13
CCOC(=O)c1ccccc1-n1c(C)cc(C2N=C(N)Nc3nc4ccccc4n32)c1C (stereo unspecified) | 11 | -14 | 6 | -19 | -14 | 5 | -8 | -4 | 5 | 9 | -14
COc1ccccc1NC(=O)Cn1cnc2c(cnn2-c2ccccc2)c1=O | -9 | 9 | -7 | -13 | 24 | 10 | 27 | -10 | -13 | 0 | -6
Cc1ccc(NS(=O)(=O)c2ccc3oc(=O)ccc3c2)cc1Cl | -8 | 33 | -5 | 23 | 3 | -1 | 30 | 16 | 13 | 23 | 6

Eleven successive entries from above, for reference:
SMILES | CF NFkB block | TROY NFkB inh | TRAIL sens C8 | SRC3 inh | TWEAK Fn14 block | EBV LMP1 NFkB | NR5A2 inv ag | NCOA1 inh | KKLEB cytotox | Shn3 3UTR inh | NR2F2 inh
COC(=O)CCCNC(=O)CC1C(=O)NCCN1Cc1ccoc1 (stereo unspecified) | 12 | 8 | -4 | 18 | -6 | 3 | 19 | -12 | -17 | -3 | -2
CC(=O)c1ccc(OC(=O)Cc2cccc3ccccc23)cc1 | -20 | 7 | -5 | 3 | -7 | -2 | 16 | 4 | -6 | -1 | -4
N#Cc1cncc(-c2ccc3c(c2)OCCOCCOCCOCCOCCO3)n1 | -23 | 33 | -1 | 5 | -9 | 9 | 12 | 1 | 4 | 54 | 6
O=C(Cc1cccc(C(F)(F)F)c1)NCC(=O)Nc1cc(Cl)ccc1Cl | 9 | -26 | 11 | -18 | -14 | 5 | -8 | -14 | -6 | 1 | 2
Cc1ccc(C(C(=O)NC2CCCC2)N(C(=O)c2csnn2)C2CCCC2)o1 (stereo unspecified) | 14 | -7 | 10 | 11 | 11 | -4 | -5 | -37 | 5 | 24 | 21
CCOc1ccc(NC(=O)NC(C)CC)cc1 (stereo unspecified) | 1 | -16 | -6 | -10 | 3 | 7 | -19 | -45 | 3 | -17 | 5
CCN1CCN(c2oc(COc3ccc(Cl)cc3)nc2C#N)CC1 | -9 | 0 | 5 | 19 | -18 | 2 | 16 | 3 | -8 | 11 | -11
CC(C)(C)C1CCC(C(=O)OCC(=O)N2CCOCC2)CC1 (stereo unspecified) | 20 | -14 | 0 | 14 | -1 | 4 | 3 | 0 | -12 | -7 | 3
COC(=O)c1c(NC(=O)Cc2cccs2)sc(C(=O)NC2CCCCC2)c1C | 4 | 13 | 2 | -10 | -23 | -8 | -3 | -13 | -14 | 2 | -13
CCOC(=O)c1ccccc1-n1c(C)cc(C2N=C(N)Nc3nc4ccccc4n32)c1C (stereo unspecified) | 11 | -14 | 6 | -19 | -14 | 5 | -8 | -4 | 5 | 9 | -14
COc1ccccc1NC(=O)Cn1cnc2c(cnn2-c2ccccc2)c1=O | -9 | 9 | -7 | -13 | 24 | 10 | 27 | -10 | -13 | 0 | -6
